IEC-6 tox: IEC-6 cytotoxicity, counter-screen for KLF5 inhibitors; AID 1825; 290,000 tested, 0.78% active; luminescence viability; inhibition, % at 5 µM; in the data active = inhibition above about 22%;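 also: 0% = plate median of test compound wells and 100% = cytotoxic reference compound wells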
TRPC6 activator: activates the mouse TRPC6 cation channel; Q61143; HEK293-TRPC6 membrane potential dye fluorescence; active compounds read high; B-score at 10 µM; 310,000 tested, 0.13% active;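 active = B-score of the integrated fluorescence ratio above library mean plus 3 SD, and starting fluorescence ratio within library mean plus 5 SD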;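 also: higher score means more depolarization so channel activation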
Target sequence (Q61143 whole entry, looked up): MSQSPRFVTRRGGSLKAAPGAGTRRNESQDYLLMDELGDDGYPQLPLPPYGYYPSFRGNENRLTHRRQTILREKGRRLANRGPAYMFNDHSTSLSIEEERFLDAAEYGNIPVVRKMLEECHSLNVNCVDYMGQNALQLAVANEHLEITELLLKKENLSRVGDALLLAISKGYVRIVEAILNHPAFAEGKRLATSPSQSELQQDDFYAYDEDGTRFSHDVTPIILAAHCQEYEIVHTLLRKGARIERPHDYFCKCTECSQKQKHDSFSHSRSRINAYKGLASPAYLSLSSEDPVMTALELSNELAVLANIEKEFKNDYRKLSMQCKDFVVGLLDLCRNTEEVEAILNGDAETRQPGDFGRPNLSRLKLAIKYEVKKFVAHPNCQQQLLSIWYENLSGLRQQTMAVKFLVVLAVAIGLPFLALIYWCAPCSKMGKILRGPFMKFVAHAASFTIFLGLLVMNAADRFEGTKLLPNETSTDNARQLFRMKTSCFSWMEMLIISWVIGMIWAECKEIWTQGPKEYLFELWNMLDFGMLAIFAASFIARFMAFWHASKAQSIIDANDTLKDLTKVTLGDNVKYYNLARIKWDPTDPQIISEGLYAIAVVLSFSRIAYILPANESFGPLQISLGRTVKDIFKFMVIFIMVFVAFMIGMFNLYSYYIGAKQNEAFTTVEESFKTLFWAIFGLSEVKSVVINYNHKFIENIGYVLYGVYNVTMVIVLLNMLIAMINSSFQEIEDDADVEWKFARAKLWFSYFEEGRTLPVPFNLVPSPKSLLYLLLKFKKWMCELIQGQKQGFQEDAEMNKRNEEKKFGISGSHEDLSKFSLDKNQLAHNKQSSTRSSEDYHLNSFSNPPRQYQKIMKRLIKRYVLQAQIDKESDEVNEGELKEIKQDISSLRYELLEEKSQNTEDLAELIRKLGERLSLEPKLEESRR
HIF activator: HIF pathway transcriptional activation; AID 1910; 300,000 tested, 0.32% active; activation, % at 7.5 µM (by protocol); U2OS HRE-luciferase reporter, luminescence; normalized: DMSO 0%, desferrioxamine 100%;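 active = mean activation of at least 10% of the iron chelator positive control signal, with at least half of replicates also reaching 10%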
TRPC4 act: TRPC4 (mouse) channel activation | 310,000 tested, 0.49% active | B-score at 10 µM | HEK293 TRPC4beta/mu-opioid, Fluo4 calcium fluorescence; active compounds read high | Q9QUQ5;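 active = B-score above 5 SD of library B-scores, and initial fluorescence ratio not above library mean plus 5 SD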;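 also: positive B-score marks a calcium rise read as TRPC4 activation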
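Technique: kinetic Fluo4 calcium fluorescence; Test system: TRPC4beta and mu-opioid receptor HEK293 stable cells; Measure: B-scored integrated calcium fluorescence ratio; Benchmarks: low control buffer alone, high control maximal DAMGO; Schedule: 45 min room-temperature Fluo4 loading, 110 s read.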
TRPC4 inh: TRPC4 (mouse) channel inhibition; B-score at 10 µM; HEK293 TRPC4beta/mu-opioid, DAMGO-evoked Fluo4 calcium flux; active compounds read low; 300,000 tested, 0.39% active; AID 2247;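 active = B-score over 3 SD under the library average, no early fluorescence shift, positive overall ratio signal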
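Assay system: HEK293 cells with stable TRPC4beta plus mu-opioid receptor expression. Dosing: single dose. Measured by: Fluo4 Ca2+ flux fluorescence. Also added: DAMGO in two steps, submaximal then maximal. Read-out: B score from integrated Fluo4 fluorescence ratio.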
aSyn 5UTR inh: 5' untranslated region of α-synuclein, MLPCN primary screen; alpha-synuclein 5'UTR reporter, inhibitor activity; inhibition, % (tested at 7.5 µM); 300,000 tested, 0.82% active; AID 1813; in the data active = inhibition above about 60%;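 also: H4 neuroglioblastoma cells stably carrying SNCA 5'UTR luciferase fusion; 0% = DMSO wells and 100% = positive control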
TRPC4 potent: allosteric potentiators of mouse TRPC4 channel | 310,000 tested, 0.42% active | AID 2227 | Q9QUQ5 | B-score at 10 µM | HEK293 TRPC4beta/mu-opioid, DAMGO EC20, Fluo-4 Ca2+ flux; active compounds read high;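 active = B-score of calcium response area above 5 SD of library B-scores, with initial fluorescence ratio within 5 SD of library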;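 also: B-score of integrated fluorescence ratio over time as area under calcium response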
KLF5 inhibitor: suppresses KLF5 promoter-driven expression; DLD-1 KLF5 promoter-luciferase reporter, luminescence; inhibition, % at 5 µM; 290,000 tested, 0.23% active; AID 1700;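 active = inhibition above a per-plate limit of that plate's mean compound inhibition plus 3 SD, cut at about 60% in these data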;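 also: 0% = DMSO wells and 100% = LY294002 at 200 µM; higher means less KLF5 promoter-driven luciferase light; inactives centre near -14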
SKKanGAS inh: SKKanGAS growth inhibition; S. pyogenes SKKanGAS, kanamycin growth, BacTiter-Glo, 6 h; inhibition, % at 7.5 µM; 300,000 tested, 1.3% active; AID 1662;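 active = mean replicate score, as percent of positive control median, at least 50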;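 also: strain carries kanamycin resistance gene driven by streptokinase promoter and grows in 40 µg/ml kanamycin; loss of luminescence reflects streptokinase promoter inhibition or plain growth inhibition; 0% = median of DMSO wells and 100% = positive control at its reference dose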
TRPC6 inh: inhibitors of mouse TRPC6 channel; 310,000 tested, 1.1% active; HEK293-TRPC6, membrane potential dye, ACh-evoked depolarization; active compounds read low; B-score at 10 µM;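 active = B-score under library mean minus 3 SD, initial fluorescence not abnormally high, positive integrated signal ratio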;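 also: B-score derived from integrated fluorescence ratio over the kinetic read; more negative B-score means stronger inhibition of depolarization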
MrgX1 antag: antagonists of human MrgX1 receptor; MRGX1-HEK293 calcium flux, Fluo-4, BAM8-22 antagonism; active compounds read low; Q96LB2; B-score at 10 µM; AID 588676; 310,000 tested, 1.3% active;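 active = calcium-response B-score plate-corrected more than 3 library SD below zero, starting fluorescence within 5 deviations, no agonist response on first addition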;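 also: peak minus trough fluorescence over baseline after final BAM8-22 challenge near maximal dose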
The depositor's hits bear a star; i = inactive; / = no result given.

#	Structure	IEC-6 tox	TRPC6 activator	HIF activator	TRPC4 act	TRPC4 inh	aSyn 5UTR inh	TRPC4 potent	KLF5 inhibitor	SKKanGAS inh	TRPC6 inh	MrgX1 antag
1	Nc1ncnc(N2CCOCC2)c1N	7	i	-0.1	i	i	9	i	4	-10	i	i
2	CCc1cc(=O)[nH]c(SC/C=C/c2ccccc2)n1	4	i	0.4	i	i	16	i	4	-1	i	i
3	CSc1ccc(CN(C)C(=O)C(Cc2ccccc2)NC(=O)c2ccccc2)cc1 (stereo unspecified)	4	i	-0.7	i	i	11	i	-29	-4	i	i
4	CCn1c(Cc2ccccc2)nnc1SCC(=O)NC1CC1	-2	i	-0.3	i	i	17	i	-17	2	i	i
5	NC(=S)N/N=C/c1ccccc1O	21	i	-0.1	i	i	7	i	-1	-1	i	i
6	COCC1CCN(Cc2c(C(=O)N3CCc4ccccc4C3)nc3ccc(Cl)cn23)C1 (stereo unspecified)	-7	i	-0.3	i	i	12	i	3	5	i	i
7	CCOC(=O)c1nn(-c2ccccc2F)c2nc(-c3ccco3)c(C#N)c(=O)n12	-3	i	-0.3	i	i	14	i	-5	-1	i	i
8	CNC(=O)c1[nH]nc2c1CCc1cc(OC)ccc1-2	-4	i	1.9	i	i	-105	i	-34	2	i	i
9	CCC(Sc1nc2ccccc2c(=O)[nH]1)C(=O)Nc1ccc(C(C)=O)cc1 (stereo unspecified)	6	i	1.5	i	i	-79	i	-73	3	i	i
10	COc1ccccc1NC=C1C(=O)OC(C)(C)OC1=O	5	i	0.3	i	i	-8	i	-32	7	i	i
11	O=C(CSc1nc2ccccc2o1)N1CCOCC1	4	i	-0.4	i	i	-2	i	-26	-1	i	i
12	CC(=O)N1CCN(S(=O)(=O)c2cccc(C(=O)NCCc3ccc(Cl)cc3)c2)CC1	/	i	0.1	i	i	16	i	/	-3	i	i
13	CC(C)c1ccc2oc(=O)cc(CN3CCOCC3)c2c1	8	i	40*	i	i	34	i	-29	1	i	i
14	C/C(=N/NS(=O)(=O)c1ccc(F)cc1)c1ccc(NC(=O)c2ccc(C)o2)cc1	-1	i	2.0	i	i	-72	i	-127	-6	i	i
15	Cc1ccc(CC(=O)O/N=C(\N)c2cccc([N+](=O)[O-])c2)cc1	1	i	0.7	i	i	13	i	-27	-3	i	i
16	CN(Cc1ccco1)C(=O)C1CCCN(c2ncnc3c2nc2n3CCCCC2)C1 (stereo unspecified)	-3	i	0.2	i	i	9	i	-17	2	i	i
17	CCN(CC)CCCn1c2c(c(SCC(=O)Nc3cccc(C(C)=O)c3)nc1=O)CCC2	/	i	-56	i	i	-1	i	/	15	i	i
18	C/C(CC(=O)Nc1ccccn1)=N\NC(=O)c1ccncc1	-2	i	-26	i	i	6	i	8	-5	i	i
19	Cc1ccccc1NC(=O)C1c2cccc[n+]2CC(=O)N1c1c(C)cccc1C (stereo unspecified)	1	i	-0.2	i	i	-23	i	6	-4	i	i
20	O=C(O)COc1ccccc1O	0	i	0.1	i	i	-15	i	-16	-1	i	i
21	Cc1onc(-c2c(F)cccc2Cl)c1C(=O)c1ccc(F)cc1	2	i	-0.3	i	i	3	i	-17	5	i	i
22	Cc1ccc(S(=O)(=O)N2CCCCC2CCNC(=O)C(=O)NC2CCCC2)cc1 (stereo unspecified)	/	i	-0.3	i	i	-2	i	/	-7	i	i
23	Cn1c(CNC(=O)CCNC(=O)c2cccc(Br)c2)cc(=O)n(C)c1=O	-2	i	0.0	i	i	7	i	-27	-4	i	i
24	CC[C@@H](Nc1ncnc2c1oc1ccccc12)C(=O)O	3	i	-0.3	i	i	6	i	-28	-5	i	i
25	Cc1nc2ccccc2[nH]c1=O	2	i	0.0	i	i	26	i	-1	-1	i	i
26	CCOc1cc(CNc2ccc(N(C)C)cc2)cc(Br)c1OCC(=O)NC(C)(C)C	0	i	0.1	i	i	-3	i	-17	19	i	i
27	O=C(CNC(=O)c1ccc(Br)o1)Nc1cccc(-c2cnc3ccccc3n2)c1	-2	i	0.6	i	i	-59	i	-15	13	i	i
28	CC(=O)Nc1ccc(NC(=O)COC(=O)c2c3c(nc4ccccc24)CCN(Cc2ccccc2)C3)cc1	-2	i	0.4	i	i	-1	i	2	7	i	i
29	Cn1cc(/C=N/n2cnc3scc(-c4ccc(Cl)cc4)c3c2=O)c2ccccc21	22*	i	-1.0	i	i	87*	i	13	6	i	i
30	C=CCNC(=S)Nc1ccccc1	-2	i	-0.6	i	i	10	i	-7	-3	i	i
31	CS(=O)(=O)c1cccc(-c2nnc(NC(=O)C3=COCCO3)o2)c1	/	i	1.0	i	i	4	i	/	2	i	-4.9*
32	COc1ccc(Nc2ncc(C(=O)N3CCN(Cc4ccccc4)CC3)c3ccccc23)cc1	0	i	-0.4	i	i	-15	i	17	9	i	i

Record cards (already shown). Order of values: IEC-6 tox, TRPC6 activator, HIF activator, TRPC4 act, TRPC4 inh, aSyn 5UTR inh, TRPC4 potent, KLF5 inhibitor, SKKanGAS inh, TRPC6 inh, MrgX1 antag
Entry for COc1ccc(Nc2ncc(C(=O)N3CCN(Cc4ccccc4)CC3)c3ccccc23)cc1 = 0, i, -0.4, i, i, -15, i, 17, 9, i, i
Entry for O=C(CNC(=O)c1ccc(Br)o1)Nc1cccc(-c2cnc3ccccc3n2)c1 = -2, i, 0.6, i, i, -59, i, -15, 13, i, i

More records.
#	Structure	IEC-6 tox	TRPC6 activator	HIF activator	TRPC4 act	TRPC4 inh	aSyn 5UTR inh	TRPC4 potent	KLF5 inhibitor	SKKanGAS inh	TRPC6 inh	MrgX1 antag
33	CN1CCN(C(=O)C2CCN(S(=O)(=O)c3cnc[nH]3)CC2)CC1	2	i	-0.3	i	i	23	i	-42	4	i	i
34	c1ccc(N2CCN(c3nc4ccccc4n4cnnc34)CC2)cc1	2	i	0.4	i	i	-2	i	-47	9	i	i
35	C=CCSC1=C(C#N)C(c2ccccc2C)CC(=O)N1 (stereo unspecified)	0	i	-0.2	i	i	13	i	-26	-4	i	i
36	CC(C)(C)NC(=O)CCN(/N=C/c1ccncc1)C1=NS(=O)(=O)c2ccccc21	0	i	-0.4	i	i	7	i	-16	-2	i	i
37	COc1c(C)cccc1C(=O)NCCCNC(=O)c1ccc(C)nc1	6	i	-0.5	i	i	-14	i	4	2	i	i
38	O=C(CSc1cn[nH]n1)Nc1ccc(Cl)cc1Cl	6	i	-0.2	i	i	-21	i	-26	-3	i	i
39	O=C(Cn1nnc2ccccc21)N/N=C\c1cccs1	1	i	0.2	i	i	27	i	-39	-4	i	i
40	O=C(Nc1ccccc1-c1nnc(SCc2ccccc2Cl)o1)c1ccccc1	-3	i	0.2	i	i	7	i	-15	-4	i	i
41	COc1cc(C=C2C(=O)OC(C)(C)OC2=O)cc(Cl)c1OCC(=O)Nc1ccccc1	7	i	-0.3	i	i	-8	i	-21	-15	i	i
42	CCCc1nc2oc(C(=O)OCC)c(N)c2c2c1COC(C)(C)C2	-2	i	-0.1	i	i	27	i	-8	0	i	i
43	O=C(N/N=C/c1cccnc1)c1ccccc1Cl	0	i	1.7	i	i	-33	i	-15	-9	i	i
44	Cc1[nH]c(-c2ccco2)nc1C(=O)O	2	i	-0.8	i	i	-8	i	-20	-8	i	i
45	COc1ccc(CCNc2cc(-c3ccccc3)nc3ncnn23)cc1	-3	i	0.4	i	i	9	i	-17	0	i	i
46	C=CCC(COCc1ccccc1)NS(=O)(=O)c1ccccc1Br (stereo unspecified)	/	i	-1.6	i	i	-10	i	/	20	i	i
47	Cc1ccc(-n2nc3c(c2NC(=O)c2ccco2)CS(=O)(=O)C3)cc1	0	i	0.1	i	i	1	i	-5	-2	i	i
48	CC1CN(CCC(=O)Nc2ccccc2F)CC(C)O1 (stereo unspecified)	8	i	-0.2	i	i	6	i	1	4	i	i
49	COc1ccc(C2NC(=O)NC3=C2CCc2ccccc23)cc1 (stereo unspecified)	0	i	4.1	i	i	29	i	-6	-4	i	i
50	Cc1cc(NC(=O)CSc2nnc3ccccn23)no1	9	i	-0.1	i	i	-15	i	-19	-9	i	i
51	CCc1ccc(-c2cc(C)no2)cc1S(=O)(=O)N1CCN(c2cc(C)ccc2C)CC1	1	i	-0.6	i	i	-6	i	-11	7	i	i
52	Cc1ccccc1N1CCN(C2CCCN(C(=O)CN3CCCC3=O)C2)CC1 (stereo unspecified)	4	i	-0.7	i	i	9	i	-28	0	i	i
53	C#CCOCCOCCOCCNc1nc(N2CCN(C(=O)[C@H]([C@@H](C)CC)n3cc([C@@H](N)CC(C)C)nn3)CC2)nc(N2CCN(C(=O)[C@H](Cc3cc4ccccc4[nH]3)n3cc([C@@H](N)C(C)CC)nn3)CC2)n1 (stereo partly specified)	/	i	-0.1	i	/	18	i	/	1	i	/
54	Cc1ccccc1NC(=O)c1cccc(S(=O)(=O)Oc2ccc([N+](=O)[O-])cc2)c1	-6	i	0.0	i	i	12	i	2	1	i	i
55	C1=C(c2cccc3ccccc23)N2CCN=C2S1	8	i	-0.2	i	i	37	i	15	4	i	i
56	CC(=O)NCCC(=O)Nc1nc2c(ccc3ccccc32)s1	9	i	0.6	i	i	-24	i	-14	-3	i	i
57	CCCN(CCC)C(=O)CC(c1ccccc1)c1ccco1 (stereo unspecified)	4	i	-0.7	i	i	-7	i	-1	4	i	i
58	O=C1C=C(c2cc3ccccc3s2)CCC1	/	i	7.4	i	i	-86	i	/	-5	i	i
59	COC(=O)CCSCC(=O)Nc1ccc(S(=O)(=O)N2CCOCC2)cc1OC	5	i	0.1	i	i	0	i	-1	-9	i	i
60	CC1=[N+]([O-])C(C)(C)C(C)N(O)C1=O (stereo unspecified)	-2	i	-0.2	i	i	-16	i	-27	-2	i	i
61	CCOC(=O)C1CCN(C(=O)c2ccc(SC)cc2OC)CC1	6	i	0.6	i	i	-3	i	-8	-3	i	i
62	Oc1ccc(Cl)cc1/C=N/c1nc2ccccc2[nH]1	1	i	-0.4	i	i	11	i	-34	/	i	i
63	CCC(Cc1ccccc1)NS(=O)(=O)c1csc(C(N)=O)c1 (stereo unspecified)	11	i	-0.1	i	i	14	i	-17	-7	i	i
64	Cc1cc(C)n(-c2nc(NCCN(C)C)c3c4c(sc3n2)CCCC4)n1	10	i	-2.8	i	i	116*	i	-25	16	i	i
65	Cc1csc(NC(=O)CSc2nnc3c4ccccc4nc(C(C)(C)C)n23)n1	1	i	0.5	i	i	40	i	9	11	i	i
66	CC(C)(O)C#Cc1ccc(CN2CCN(CCc3ccccc3)C(CCO)C2)s1 (stereo unspecified)	0	i	0.1	i	i	14	i	4	0	i	i
67	COc1cc(C(C)=O)ccc1OCC(=O)OCCCOC(=O)COc1ccc(C(C)=O)cc1OC	1	i	-0.3	i	i	12	i	-35	4	i	i
